MgcRacGAP inhibition = MgcRacGAP GTPase-activating activity inhibitors, confirmation, biochemical, ADP Hunter fluorescence. inhibition, % at 30 µM, or IC50 in µM where a hit was titrated. AID 624330. 0.6% of 340,000 active. MgcRacGAP-stimulated Rac1 GTP hydrolysis, ADP Hunter fluorescence; higher % means a stronger effect; GST-tagged Rac1 F28L mutant substrate;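 active = first-screen hits whose inhibition reached a set limit at any dose in the follow-up dose series; inconclusive = inhibition above the set first-screen limit but never retested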;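 also: fluorescence reports GDP produced by GAP-driven GTP hydrolysis; strong numbers were not always called active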
SIAH1 antagonists = blockers of Siah-1 interaction with plectin peptide – biochemical, fluorescence polarization, rhodamine-plectin, uHTS, primary screen (AID 1817) | Siah-1 / rhodamine-plectin peptide fluorescence polarization; higher % means a stronger effect | displacement, % at 20 µM; hits with a dose series show IC50 in µM | 0.02% of 290,000 active;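 active = displacement of at least 50% at 20 µM, with a fluorescence ratio check between 0.3 and a set limit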;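 also: plate controls were Siah plus tracer with DMSO for no effect and tracer alone without Siah for full effect; strong numbers were not always called active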
Dengue-2 NS5 capping = flavivirus cap methylation enzyme inhibition – biochemical, confirmation dose response, primary screen (AID 588689); Dengue-2 NS5 methyltransferase capping enzyme assay, biochemical; higher % means a stronger effect; inhibition, % at 25 µM; hits with a dose series show IC50 in µM; 0.3% of 340,000 active; in the data active = a potency from the dose series; inconclusive = inhibition above about 29% without an active follow-up result
NTR1 agonist = agonists of NTR1, primary screen, imaging, U2OS cells, beta-arrestin-GFP, high content (AID 493036); P30989; NTR1-U2OS beta-arrestin-GFP spot imaging, agonist mode; activation, % at 20 µM; 0.17% of 330,000 active;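 active = activation at or above 40% of the spot to cytoplasm intensity ratio, with at least 20 cells analyzed; inconclusive = wells under 20 cells, flagged as cytotoxic or low count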;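 also: 0% = DMSO without peptide and 100% = 100 nM NTR1 peptide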
Target sequence (P30989 whole entry, looked up): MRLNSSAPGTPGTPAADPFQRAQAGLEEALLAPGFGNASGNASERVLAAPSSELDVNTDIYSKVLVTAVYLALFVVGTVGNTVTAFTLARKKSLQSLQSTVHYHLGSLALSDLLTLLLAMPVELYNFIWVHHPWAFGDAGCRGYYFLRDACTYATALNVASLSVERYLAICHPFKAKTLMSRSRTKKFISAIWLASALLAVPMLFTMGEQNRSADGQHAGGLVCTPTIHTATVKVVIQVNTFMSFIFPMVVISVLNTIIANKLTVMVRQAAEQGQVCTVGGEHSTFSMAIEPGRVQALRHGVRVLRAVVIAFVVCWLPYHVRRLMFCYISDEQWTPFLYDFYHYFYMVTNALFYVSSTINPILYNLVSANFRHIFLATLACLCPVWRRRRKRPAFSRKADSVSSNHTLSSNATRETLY
West Nile virus CPE = West Nile virus antiviral activity, cell-based, CPE readout (AID 1621); West Nile virus-infected cells, CPE inhibition; higher % means a stronger effect; one-dose CPE inhibition, % at 10 µM; IC50 in µM for titrated hits; 0.02% of 290,000 active; in the data active = a potency from the dose series; inconclusive = CPE inhibition mostly from about 3.7% at the one dose, without a potency; inactive = the rest, 99 in 100 with CPE inhibition below about 2.2%; also: strong numbers were not always called active
SV40 large T antigen = SV40 large T antigen inhibitors, biochemical (AID 1903) | SV40 large T antigen ATPase/helicase inhibition assay; higher % means a stronger effect | inhibition, % at 20 µM, or IC50 in µM where a hit was titrated | 0.39% of 310,000 active; in the data active = a potency from the dose series; inconclusive = inhibition mostly from about 32% at the one dose, without a potency; inactive = the rest, 99 in 100 with inhibition below about 32%; also: strong numbers were not always called active
AID2073 = inhibitors of Mint1-CaV2.2 protein interaction, biochemical, HTRF (AID 2073) | one-dose inhibition, % at 20 µM; IC50 in µM for titrated hits | HTRF protein-protein interaction, Mint1-CaV2.2; higher % means a stronger effect | 0.19% of 290,000 active; in the data active = inhibition mostly above about 51%, no sharp cut-off; inconclusive = no clear call, values can overlap the other calls; inactive = mostly below about 53%; also: some results filed as inactive read as strong as hits
UTI89 phage lysis = protection from phage-mediated lysis, alamar blue read-out – E. coli UTI89, K1F phage, bacterial capsule biogenesis inhibitors (AID 488966). E. coli UTI89 K1F phage lysis, alamar blue, 2 h; higher % means a stronger effect. 0.02% of 340,000 active. inhibition, % at 100 µM, or IC50 in µM where a hit was titrated;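 active = phage lysis inhibition, versus mean bacterial control, above a set limit; inconclusive = no clear call, values can overlap the other calls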;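 also: capsule biogenesis inhibitors block K1F phage lysis so surviving cells raise fluorescence; higher fluorescence means more inhibition of phage lysis; actives were called in the ten point dose series up to 300 µM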
RSV antiviral HEp-2 = inhibition of RSV-induced cytopathic effect – HEp-2 cells, primary 10 µM value included (AID 2391); HEp-2 cells, RSV-induced CPE inhibition; higher % means a stronger effect; 0.13% of 310,000 active; CPE inhibition, % at 10 µM; hits with a dose series show IC50 in µM; in the data active = a potency from the dose series; inconclusive = CPE inhibition mostly from about 23% at the one dose, without a potency; inactive = the rest, 99 in 100 with CPE inhibition below about 21%; also: strong numbers were not always called active
NTR1 agonist cell count 20 µM = also measured in NTR1 agonist; calls as there; cell count; measured here: cell count, cytotoxicity flag
Dengue-2 NS5 capping pilot replicate = also measured in Dengue-2 NS5 capping; calls as there; inhibition, %; measured here: pilot screen replicate inhibition
An asterisk follows results filed as active; u = inconclusive; x = no result given; [ ] = remark or other dose.

SMILES | MgcRacGAP inhibition | SIAH1 antagonists | Dengue-2 NS5 capping | NTR1 agonist | NTR1 agonist cell count 20 µM | West Nile virus CPE | SV40 large T antigen | AID2073 | UTI89 phage lysis | RSV antiviral HEp-2 | others
Cc1cccc(NC(=S)N=Nc2c(O)[nH]c3ccccc23)c1 | 22% | -8% | -1% | 11 | 40 | -1.8% | 10% | 2% | 9.1% | 6.5%
CCc1ccc(-c2nc(SCC(=O)NC3CC3)n[nH]2)cc1 | 10% | x | 3% | 0.6 | 59 | x | 12% | x | 1.6%[50 µM] | 2.3%
Cc1nc2ccc(NC(=O)CCS(=O)(=O)c3ccc(Cl)cc3)cc2s1 | -5% | 3% | -2% | 0.5 | 52 | -1.6% | 6% | -2% | -0.8% | 6.6%
CC(C)(C)S(=O)(=O)c1cnc2c(-c3ccsc3)cnn2c1N | 7% | 3% | 1% | 1.9 | 61 | -0.6% | 6% | 10% | 0.5% | 3.0%
S=C(NCCc1ccccc1)N/N=C/c1ccccc1Cl | 7% | 4% | 1% | 8.3 | 78 | -0.3% | 6% | 4% | -1.5% | 4.1%
CCC1(C)Cc2c(sc3nnn(CC(=O)Nc4ccc(Cl)cc4)c(=O)c23)CO1 (stereo not drawn) | 16% | 2% | 0% | 11 | 63 | -1.7% | 13% | u | u | 21%
CC1=C(C(=O)OCC2CCCCC2)C(c2ccc(F)cc2)NC(=O)N1 (stereo not drawn) | 18% | -2% | x | 3.8 | 52 | -1.4% | 3% | 1% | -0.6% | 12%
C=CCC(C(=O)OC)(C(=O)OC)c1ccc([N+](=O)[O-])cc1[N+](=O)[O-] | -1% | -1% | -6% | 0.9 | 52 | 0.3% | 1% | -4% | 0.3% | 0.7%
N#Cc1cccc(NC(=O)CSc2ccccc2)c1 | -1% | 12% | -1% | -1.6 | 34 | -0.5% | -2% | 22% | 1.6% | 2.7%
CCCCCNc1c(C(=O)OCC)c(=O)[nH]c2ccccc12 | 9% | 1% | -2% | 8.4 | 46 | -1.0% | 13% | 3% | 5.7% | 2.1%
CCN(CC)CCCNC(=O)C1CCN(C(=O)c2cc3sccc3n2Cc2ccc(F)cc2)CC1 | 2% | 2% | -7% | 0.7 | 48 | 1.1% | 11% | -5% | 1.0% | -1.5%
CN(Cc1ccccc1F)C(=O)CN1CCN(S(=O)(=O)c2ccc3c(c2)OCCCO3)CC1 | 6% | x | 2% | 0.1 | 63 | x | x | x | 0.8%[50 µM] | 0.9%
O=C(CSc1nnnn1-c1ccccc1)Nc1ncc(Cc2ccccc2Cl)s1 | 8% | -5% | -6% | 0.4 | 79 | 0.8% | 8% | 6% | 0.2% | 1.7%
COc1ccc(NC(=O)c2ccc3nccnc3c2)cc1 | 13% | -3% | 1% | 0.1 | 44 | 0.3% | 4% | 0% | -0.1% | 3.5%
c1ccc(C(c2ccccc2)N2CCN(Cc3nnnn3C3CCCCC3)CC2)cc1 | 3% | 110% | -4% | -0.8 | 77 | -0.7% | 17% | 2% | 0.5% | 0.8%
COc1cc2cc(C(c3nnnn3C3CCCC3)N(C)C3CCCCC3)c(=O)[nH]c2cc1OC (stereo not drawn) | 8% | 9% | -6% | 2.0 | 66 | 0.2% | 11% | 4% | 7.8% | -0.3%
CCCC(C(=O)NC(C)(C)C)N(CC1CCCO1)C(=O)c1snc(C(N)=O)c1N (stereo not drawn) | 6% | -1% | -10% | 2.0 | 82 | -0.1% | -5% | -3% | 0.4% | -0.3%
O=C(O)CCSc1nnc(COc2cccc3cccnc23)n1-c1ccccc1 | 1% | 0% | -9% | -0.5 | 43 | -0.3% | 0% | 14% | 0.9% | 1.1%
CSc1ccc(CNC(C)(C)CO)cc1 | 7% | -3% | -3% | 1.0 | 60 | -0.2% | 4% | 10% | 0.2% | -2.5%
Cc1cc(NC(=O)CSCC(=O)Nc2ccc(Cl)c(C(F)(F)F)c2)no1 | 2% | x | -8% | -0.4 | 48 | x | 8% | x | 0.5%[50 µM] | 0.6%
COC(=O)[C@@H]1CCCN1C(=O)CCc1nnc(C2CCCCC2)o1 | 7% | 2% | -2% | -0.1 | 40 | 0.1% | 4% | 0% | 2.2% | -1.1%
CNC(=O)[C@@H]1C[C@H]1[C@@H](NC(=O)OCc1ccccc1)c1ccccc1 | -1% | 2% | -2% | -2.1 | 95 | 0.8% | 11% | 2% | 0.2% | -2.9%
O=C1c2ccccc2C(=O)N1CCSC(=S)N1CCOCC1 | 10% | 4% | -3% | 1.0 | 45 | -0.3% | -2% | -9% | 0.2% | 1.2%
O=C1C2C3CCC(C3)C2C(=O)N1c1ccc2ccccc2c1 (stereo not drawn) | 8% | 4% | 2% | 0.0 | 36 | -0.4% | 8% | -5% | -0.2% | 1.7% | Dengue-2 NS5 capping pilot replicate=-2.7
Cc1ccc(S(=O)(=O)c2ccc(Cl)cc2)cc1S(=O)(=O)NC(C)C(=O)O (stereo not drawn) | -3% | 4% | -1% | 0.0 | 52 | 0.5% | 8% | -9% | -3.7% | 5.2%

Next part; it opens with the 3 that closed the last part.
SMILES | MgcRacGAP inhibition | SIAH1 antagonists | Dengue-2 NS5 capping | NTR1 agonist | NTR1 agonist cell count 20 µM | West Nile virus CPE | SV40 large T antigen | AID2073 | UTI89 phage lysis | RSV antiviral HEp-2 | others
O=C1c2ccccc2C(=O)N1CCSC(=S)N1CCOCC1 | 10% | 4% | -3% | 1.0 | 45 | -0.3% | -2% | -9% | 0.2% | 1.2%
O=C1C2C3CCC(C3)C2C(=O)N1c1ccc2ccccc2c1 (stereo not drawn) | 8% | 4% | 2% | 0.0 | 36 | -0.4% | 8% | -5% | -0.2% | 1.7% | Dengue-2 NS5 capping pilot replicate=-2.7
Cc1ccc(S(=O)(=O)c2ccc(Cl)cc2)cc1S(=O)(=O)NC(C)C(=O)O (stereo not drawn) | -3% | 4% | -1% | 0.0 | 52 | 0.5% | 8% | -9% | -3.7% | 5.2%
O=C(CCC1CCCC1)Nc1ccc([N+](=O)[O-])cn1 | 2% | -2% | -3% | -0.5 | 57 | 0.2% | 4% | -1% | 5.5% | 1.3%
CCc1nnc(NC(=O)c2ccc(S(=O)(=O)N3CCCC(C)C3)cc2)s1 (stereo not drawn) | 3% | 0% | -5% | -1.2 | 46 | -0.4% | 22% | -2% | -0.8% | 3.8%
Cc1ccc(C)c(N2CCN(S(=O)(=O)c3ccc(-c4cc(C)no4)s3)CC2)c1 | 4% | -2% | 1% | 0.6 | 75 | 0.8% | 10% | 11% | 0.1% | 47%
Nc1ccccc1C(=O)NNC1=C(C(=O)C(F)(F)F)CCC1 | 17% | 2% | 8% | -0.3 | 61 | -0.3% | 11% | 9% | 1.6% | 4.7%
Cc1ccc(S(=O)(=O)Cc2ccc(C(=O)NCc3cccs3)o2)cc1 | 5% | -3% | -1% | -0.9 | 84 | -1.0% | 15% | -6% | 3.0% | 0.2%
CCc1ccc(CN(C)Cc2nc(COc3ccccc3)no2)nc1 | 6% | 0% | -2% | 0.3 | 65 | -1.0% | 7% | 8% | 0.5% | -0.8%
CCc1cccc(NC(=O)c2cc(OC)c(OC)c(OC)c2)c1 | 6% | 4% | -4% | 0.5 | 59 | 0.3% | 3% | -1% | -0.3% | 0.7%
O=C1CN(C(=O)c2ccc(Br)o2)C(c2ccc(F)cc2)c2cc(F)ccc2N1 (stereo not drawn) | -1% | -1% | -5% | 2.8 | 49 | -0.2% | 6% | 3% | 1.6% | 3.0%
Cc1cc(OCCn2nc(C(=O)O)c3ccccc3c2=O)ccc1C(C)C | 5% | 10% | -5% | 22 | 44 | 0.1% | x | 4% | 0.2% | x
O=C(Nc1ccc(Oc2ccc(Cl)cc2)cc1)c1ncn[nH]1 | 2% | 4% | -5% | 0.4 | 69 | 3.1% | -2% | -2% | -3.7% | 2.7%
CC(C)CCNC(=O)CCCC1=NS(=O)(=O)c2ccccc2N1 | -13% | 4% | -1% | 0.8 | 34 | -0.3% | 8% | 6% | -0.1%[50 µM] | 0.9%
CCN(CC(=O)Nc1c(F)cccc1F)C(=O)C1CC(=O)N(c2ccccc2OC)C1 (stereo not drawn) | 11% | -5% | -5% | 0.3 | 49 | -0.2% | -6% | 9% | 0.0% | 0.1%
COc1cccc(NC(=S)NCc2ccco2)c1 | 7% | 1% | 1% | 0.5 | 44 | -1.1% | 10% | 11% | 1.2% | 1.9%
O=C(Nc1cc(S(=O)(=O)N2CCOCC2)ccc1-n1cncn1)c1ccc(Cl)cc1 | 10% | 14% | -4% | -0.1 | 50 | 0.0% | -2% | -9% | 0.2% | -1.0%
Cc1noc(C(=O)Nc2sc3c(c2C#N)CCC3)c1Cl | 4% | -3% | 1% | 0.4 | 88 | -0.4% | 4% | -10% | -2.5% | 8.2%
O=C(OCCOc1ccc(F)cc1)c1ccc(S(=O)(=O)N2CCCC2)cc1 | 7% | x | 2% | -0.9 | 65 | x | x | x | 0.4%[50 µM] | 0.8%
O=C(CCCNC(=O)/C(=C/c1ccc(F)cc1)NC(=O)c1ccccc1)OCc1ccccc1 | 2% | 7% | 2% | 0.8 | 86 | -0.6% | 8% | 13% | -0.3% | 0.7%
C=C1CCN(C(C)C(=O)O)S(=O)(=O)c2ccccc21 (stereo not drawn) | 4% | -2% | -9% | 36 | 81 | 0.5% | 1% | -1% | -0.2% | 0.0%
O=C(CC12CC3CC(CC(C3)C1)C2)Nc1c(F)cccc1F | 14% | -4% | 2% | -2.2 | 71 | -0.8% | 28% | 6% | 0.4% | 0.3%
COc1cccc(-c2coc3c(C)c4oc(=O)c(CC(=O)O)c(C)c4cc23)c1 | 9% | -2% | 2% | 0.0 | 69 | 0.1% | 4% | 28% | -1.1%[50 µM] | u
Cc1ccc(/C(N)=N/OC(=O)C23CC4CC(CC(C4)C2)C3)cc1 | 11% | 7% | 2% | -0.7 | 98 | 0.3% | 2% | 4% | -0.3% | u
O=C(c1ccncc1)N1CCN(C(=O)c2cccs2)CC1 | 0% | 4% | -3% | -0.6 | 67 | 0.3% | 4% | 8% | 1.5% | 0.9%
COC(=O)c1ccc(C2C(C(C)=O)=C(C)Nc3ncnn32)cc1 (stereo not drawn) | 4% | 0% | -4% | -1.9 | 99 | -0.2% | 9% | -8% | 1.4% | -0.1%
O=C(NCc1ccc2c(c1)OCO2)c1ccc(CS(=O)Cc2ccc(Cl)cc2)o1 (stereo not drawn) | 11% | 5% | 0% | -0.6 | 51 | -0.4% | 4% | 21% | 6.8% | 0.9%
CC(C)Oc1cccc(C(=O)NC(=S)Nc2ccc(N3CCN(C)CC3)cc2)c1 | 12% | -8% | 1% | 0.9 | 49 | -1.6% | 9% | -15% | 4.0% | 19%

Compound activity deposited in PubChem BioAssay by several laboratories.
